# Assay outcomes deposited in PubChem by several laboratories.
# M1AAP inhibition = malaria alanyl aminopeptidase activity blockers – biochemical, fluorogenic H-Leu-NHMec substrate, 1536-well (AID 1445) | recombinant M1AAP, H-Leu-NHMec fluorogenic kinetic assay; higher % means a stronger effect | inhibition, % at 30 µM, or IC50 in µM where a hit was titrated | 220,000 compounds, 0.42% hits;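 active = primary inhibition above the hit cutoff, then over 50% inhibition at one or more dose response concentrations, cut at about 23% in these data, passing the limit was not always enough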;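 also: plate controls were DMSO full reaction for no effect and no enzyme background for full effect; strong numbers were not always called active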
# Hep lipid drop = hepatic lipid droplet formation modulation | AID 1656 | AML12 mouse hepatocytes, oleate lipid droplets, BODIPY imaging | inhibition, % at 6.5 µM | 240,000 compounds, 0.4% hits;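 active = lipid droplet intensity inhibited by at least 50%, with more than 500 cells counted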
#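 Test system: AML12 mouse liver cells; schedule: overnight exposure; technique: high-content imaging of BODIPY-stained droplets and DAPI nuclei; read-out: % inhibition of corrected integrated BODIPY droplet signal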
# human PMI inhibitors = MPI inhibition at elevated mannose 6-phosphate – biochemical, fluorescence intensity, high mannose 6-phosphate, primary screen (AID 1220). recombinant PMI enzyme, coupled fluorescence intensity; higher % means a stronger effect. one-dose inhibition, % at 20 µM; IC50 in µM for titrated hits. 190,000 compounds, 0.66% hits
# human PMI inhibition = inhibitors of human PMI, primary screen, biochemical, fluorescence intensity, coupled assay (AID 1209). purified PMI enzyme, coupled fluorescence intensity; higher % means a stronger effect. 190,000 compounds, 0.42% hits. inhibition, % at 20 µM; hits with a dose series show IC50 in µM;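 also: plate controls were DMSO vehicle for no effect and wells lacking substrate for full effect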
# M17LAP inhibition = P. falciparum M17LAP inhibitors, primary screen, biochemical, fluorogenic H-Leu-NHMec substrate, 1536-well (AID 1619); recombinant M17LAP, H-Leu-NHMec fluorogenic kinetic assay; higher % means a stronger effect; inhibition, % at 30 µM; hits with a dose series show IC50 in µM; 220,000 compounds, 0.38% hits;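 active = compound inhibiting the enzyme by more than half at any dose during confirmatory dose-response retesting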;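 also: plate controls were full reaction with DMSO carrier for no effect and no enzyme background for full effect; strong numbers were not always called active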
# K1F lysis inhibition = protection from phage-mediated lysis, alamar blue read-out – E. coli UTI89, K1F phage, bacterial capsule biogenesis inhibitors (AID 488966). 340,000 compounds, 0.02% hits. inhibition, % at 100 µM, or IC50 in µM where a hit was titrated. E. coli UTI89 K1F phage lysis, alamar blue, 2 h; higher % means a stronger effect;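 active = phage lysis inhibition, versus mean bacterial control, above a set limit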;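 also: capsule biogenesis inhibitors block K1F phage lysis so surviving cells raise fluorescence; higher fluorescence means more inhibition of phage lysis; actives were called in the ten point dose series up to 300 µM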
# XIAP antagonists = XIAP antagonists, biochemical, IAP family, fluorescence polarization (AID 1018); XIAP BIR domain, fluorescence polarization peptide displacement; higher % means a stronger effect; one-dose displacement, % at 20 µM; IC50 in µM for titrated hits; 200,000 compounds, 0.007% hits; in the data active = displacement above about 50%; also: a part of the inactive calls stands beside numbers as strong as those of hits
# TNAP activators = human TNAP enzyme activators, primary screen, biochemical, luminescent, no phosphate acceptor, uHTS (AID 1001). purified TNAP, luminescent activation assay, no phosphate acceptor; higher activation fold means a stronger effect. activation fold at 20 µM, or EC50 in µM where a hit was titrated. 200,000 compounds, 0.03% hits; in the data active = activation fold from about 3, or a potency from the dose series; inactive = the rest, 99 in 100 with activation fold below about 1.6; also: many of its hits are not listed in these tables
# Siah-1 displacement = Siah-1 peptide-binding antagonists, primary screen, biochemical, fluorescence polarization, rhodamine-plectin, uHTS (AID 1817); Siah-1 / rhodamine-plectin peptide fluorescence polarization; higher % means a stronger effect; displacement, % at 20 µM, or IC50 in µM where a hit was titrated; 290,000 compounds, 0.02% hits;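 active = displacement of at least 50% at 20 µM, with a fluorescence ratio check between 0.3 and a set limit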;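 also: plate controls were Siah plus tracer with DMSO for no effect and tracer alone without Siah for full effect; strong numbers were not always called active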
# Hep lipid drop cells 6.5 µM = also measured in Hep lipid drop; calls as there; cell count; measured here: cell count, cytotoxicity flag;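 cells counted across two imaged fields per well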
# * marks the source's active call; other numbers are inactive results; . = not tested or not shown; [ ] = remark or other dose. Rule as the data show it, unless noted: active = inhibition above about 50%; inactive = the rest.
# The first 9 compounds as a preview:
[1] Cc1ccc(NC(=O)C2C3CCCC2C3c2ccccc2)cc1C (stereo not given)
[2] O=C(CCN1CCN(c2ccccc2)CC1)Nc1ccccc1F
[3] CCOC(=O)N1CCC(N2CCN(Cc3ccccc3)C(CCO)C2)CC1 (stereo not given)
[4] Brc1ccc(C2=Nn3c(nnc3-c3n[nH]c4c3CCC4)SC2)cc1
[5] CCCn1c(SCc2nc3sc(C)c(C)c3c(=O)[nH]2)nc2ccccc2c1=O
[6] O=C(NCCN1CCN(c2cccc(Cl)c2)CC1)C1CCCN(S(=O)(=O)c2cnc[nH]2)C1 (stereo not given)
[7] CC(C)(C)c1cn(-c2ccccc2)c(=S)[nH]1
[8] Cc1ccc(S(=O)(=O)CC(=O)c2ccc([N+](=O)[O-])cc2)cc1
[9] Cc1cccc(N2CCN(C(=O)c3cccc(S(=O)(=O)N4CCc5ccccc5C4)c3)CC2C)c1 (stereo not given)

entry no.	1	2	3	4	5	6	7	8	9
human PMI inhibition	4%	6%	8%	10%	0%	-1%	10%	.	12%
M17LAP inhibition	-3%	4%	-8%	6%	-1%	-4%	1%	14%	4%
Hep lipid drop	.	0	2	-97	.	.	.	-18	-14
K1F lysis inhibition	0.3%	-1.2%	0.2%	0.6%	0.3%	-1.0%	1.4%	-1.0%	0.3%
XIAP antagonists	1.3%	-2.6%	-6.0%	0.0%	-2.5%	2.0%	-7.9%	.	-7.3%
Siah-1 displacement	3%	-2%	-3%	2%	-1%	2%	-1%	-3%	7%
Hep lipid drop cells 6.5 µM	.	707	691	372	.	.	.	679	636
human PMI inhibitors	9%	6%	2%	1%	-3%	0%	16%	.	4%
TNAP activators	1.1	1	1.1	1.1	1.2	1.1	1.1	.	1.1
M1AAP inhibition	-1%	-2%	7%	12%	1%	5%	5%	0%	4%

# The whole of this part, repeating the preview:
[1] Cc1ccc(NC(=O)C2C3CCCC2C3c2ccccc2)cc1C (stereo not given)
[2] O=C(CCN1CCN(c2ccccc2)CC1)Nc1ccccc1F
[3] CCOC(=O)N1CCC(N2CCN(Cc3ccccc3)C(CCO)C2)CC1 (stereo not given)
[4] Brc1ccc(C2=Nn3c(nnc3-c3n[nH]c4c3CCC4)SC2)cc1
[5] CCCn1c(SCc2nc3sc(C)c(C)c3c(=O)[nH]2)nc2ccccc2c1=O
[6] O=C(NCCN1CCN(c2cccc(Cl)c2)CC1)C1CCCN(S(=O)(=O)c2cnc[nH]2)C1 (stereo not given)
[7] CC(C)(C)c1cn(-c2ccccc2)c(=S)[nH]1
[8] Cc1ccc(S(=O)(=O)CC(=O)c2ccc([N+](=O)[O-])cc2)cc1

entry no.	1	2	3	4	5	6	7	8
human PMI inhibition	4%	6%	8%	10%	0%	-1%	10%	.
M17LAP inhibition	-3%	4%	-8%	6%	-1%	-4%	1%	14%
Hep lipid drop	.	0	2	-97	.	.	.	-18
K1F lysis inhibition	0.3%	-1.2%	0.2%	0.6%	0.3%	-1.0%	1.4%	-1.0%
XIAP antagonists	1.3%	-2.6%	-6.0%	0.0%	-2.5%	2.0%	-7.9%	.
Siah-1 displacement	3%	-2%	-3%	2%	-1%	2%	-1%	-3%
Hep lipid drop cells 6.5 µM	.	707	691	372	.	.	.	679
human PMI inhibitors	9%	6%	2%	1%	-3%	0%	16%	.
TNAP activators	1.1	1	1.1	1.1	1.2	1.1	1.1	.
M1AAP inhibition	-1%	-2%	7%	12%	1%	5%	5%	0%

[9] Cc1cccc(N2CCN(C(=O)c3cccc(S(=O)(=O)N4CCc5ccccc5C4)c3)CC2C)c1 (stereo not given)
[10] Cc1cccc(-n2c(SCC(=O)Nc3ccc4c(c3)OCO4)nnc2-c2ccoc2C)c1
[11] CCC(C(=O)NCc1ccco1)N(C(=O)CNS(=O)(=O)c1ccccc1)C1CCCCC1 (stereo not given)
[12] CCNC(=O)OCc1cn(-c2ccccc2)nn1
[13] CCCC(=O)C1=C(SCC)CC(C)(C)C(C(=O)OC)C1=O (stereo not given)
[14] COc1ccnc(Oc2ccccc2)c1C(=O)N/C=N/OCc1ccc(F)cc1Cl
[15] CCN1CN(Cc2ccccc2)CNC1=S
[16] Cc1cc(NC(=O)CSc2cc(Cl)ccc2Cl)n(-c2ccccc2)n1

entry no.	9	10	11	12	13	14	15	16
human PMI inhibition	12%	3%	-2%	12%	12%	-7%	-1%	3%
M17LAP inhibition	4%	-5%	3%	2%	14%	-5%	-7%	-9%
Hep lipid drop	-14	.	-12	.	-17	.	-14	-6
K1F lysis inhibition	0.3%	0.9%	-0.2%	-0.6%	0.2%	-0.1%	3.0%	-0.3%
XIAP antagonists	-7.3%	-2.6%	-8.1%	-8.8%	-4.7%	-2.2%	-7.3%	-4.9%
Siah-1 displacement	7%	5%	-4%	1%	5%	-5%	3%	-1%
Hep lipid drop cells 6.5 µM	636	.	721	.	743	.	626	621
human PMI inhibitors	4%	0%	0%	16%	9%	-4%	-10%	-2%
TNAP activators	1.1	1.1	1	1	1.1	1	0.9	2.3
M1AAP inhibition	4%	5%	11%	12%	7%	-7%	-5%	-3%

[17] Cc1ccc(C(=O)Oc2ccc(/C=N/NC(N)=O)cc2)cc1
[18] CCCOc1ccc(-c2nc(=S)[nH][nH]2)cc1
[19] Cc1ccc(/C=C2\SC(=S)N(CCC(=O)NNC(=O)c3cccnc3)C2=O)cc1
[20] Cc1ccc(SCc2[nH]nc3c2C(C(C)C)C(C#N)=C(N)O3)cc1 (stereo not given)
[21] O=C(Nc1ccc(C(=O)O)cc1)/C(=C\c1ccc2c(c1)OCO2)NC(=O)c1ccc(Br)cc1
[22] COc1cc(/C=N/N=C2/NC(=O)C(Cc3ccc(F)cc3)S2)ccc1O (stereo not given)
[23] COc1ccc(/C=C2/N=C3CCCCCN3C2=O)cc1OC
[24] CCNC(=S)N/N=C/c1cc(C)ccc1C

entry no.	17	18	19	20	21	22	23	24
human PMI inhibition	5%	2%	-1%	8%	-8%	10%	-2%	6%
M17LAP inhibition	4%	23%	1%	16%	5%	0%	47%	1%
Hep lipid drop	3	5	16	.	1	-1	-15	13
K1F lysis inhibition	-0.2%	0.0%	0.2%	-0.6%	-3.4%	-0.6%	0.6%	1.1%[50 µM]
XIAP antagonists	-2.3%	-3.6%	-1.1%	-1.3%	-7.5%	-1.4%	-0.8%	-7.0%
Siah-1 displacement	6%	-1%	3%	-1%	2%	30%	12%	11%
Hep lipid drop cells 6.5 µM	639	813	646	.	644	693	699	656
human PMI inhibitors	6%	-17%	3%	4%	-15%	6%	8%	-1%
TNAP activators	1.1	1.2	1.6	0.9	1.1	1.2	1.1	1.1
M1AAP inhibition	4%	6%	0%	-4%	12%	6%	15%	0%

[25] Cc1ccc(S(=O)(=O)c2c(N)n(Cc3ccco3)c3nc4ccccc4nc23)cc1C
[26] Cc1ccc(S(=O)(=O)c2nc(C)oc2NCc2ccccc2)cc1
[27] CN(C)S(=O)(=O)c1ccc(N2CCCC2)c(C(=O)Nc2nc3ccc(F)cc3s2)c1
[28] O=C(COc1ccccc1Br)NCc1ccco1
[29] COc1cc(OC)cc(C(=O)NCc2ccc3[nH]c(C)cc3c2)c1
[30] C=CCn1c(SCC(=O)c2cccs2)nnc1-c1cccc(OC)c1
[31] Cc1ccnc(NC(=O)CS(=O)(=O)Cc2ccccc2)c1
[32] Cc1ccc(NC(=O)C(c2ccc(Cl)cc2)N2CCCCC2)cc1 (stereo not given)

entry no.	25	26	27	28	29	30	31	32
human PMI inhibition	-12%	-39%	13%	15%	8%	12%	-4%	1%
M17LAP inhibition	2%	34%	-1%	-5%	-7%	22%	3%	-9%
Hep lipid drop	-11	-10	7	-15	0	-14	0	.
K1F lysis inhibition	0.3%	.	0.8%	0.2%	0.1%	5.2%	-0.3%	0.4%
XIAP antagonists	-4.4%	-1.2%	0.0%	-1.7%	-0.5%	3.2%	-9.2%	-4.0%
Siah-1 displacement	-8%	1%	3%	4%	-3%	-2%	-1%	1%
Hep lipid drop cells 6.5 µM	824	681	644	763	694	758	791	.
human PMI inhibitors	-28%	-76%	14%	13%	15%	7%	-9%	2%
TNAP activators	1	1.2	1.1	1.1	1	1.1	1	1.2
M1AAP inhibition	16%	8%	10%	17%	5%	11%	6%	2%

[33] COc1cccc(C(=O)c2c(C)c(CCC#N)n3ccccc23)c1
[34] Cc1cc(NC(=O)CSc2nc3c(c(=O)n2Cc2ccccc2)SC(C)C3)no1 (stereo not given)
[35] CC(NC(=O)/C(C#N)=C1\N=C(NC(=O)c2cccs2)c2ccccc21)c1ccccc1 (stereo not given)
[36] Cc1ccc(CC(=O)NCc2cccnc2)cc1
[37] O=C(NCCc1c[nH]c2ccccc12)c1ccc([N+](=O)[O-])cc1
[38] CCOc1cc(/C=N\NC(=O)c2ccc(NC(=O)C(C)(C)C)cc2)ccc1OC(=O)c1ccc(OC)cc1
[39] Cc1cc(C(=O)COC(=O)c2cccnc2Cl)c(C)n1-c1c(C)n(C)n(-c2ccccc2)c1=O
[40] Cc1ccc(SC(C)C(=O)NCc2ccncc2)cc1 (stereo not given)

entry no.	33	34	35	36	37	38	39	40
human PMI inhibition	-39%	.	13%	7%	1%	7%	-1%	8%
M17LAP inhibition	10%	-9%	-3%	4%	2%	-3%	10%	14%
Hep lipid drop	-4	15	1	-2	-9	-11	14	13
K1F lysis inhibition	0.0%	-0.2%	0.9%	.	2.8%	-0.7%	0.3%	0.4%
XIAP antagonists	-2.7%	.	-6.5%	-2.8%	-5.5%	-14%	0.0%	0.6%
Siah-1 displacement	0%	12%	3%	-2%	-3%	0%	5%	15%
Hep lipid drop cells 6.5 µM	584	749	620	643	482	742	664	731
human PMI inhibitors	-15%	.	15%	6%	-4%	9%	1%	11%
TNAP activators	1.1	.	0.9	1	1.1	1	1.1	1.1
M1AAP inhibition	7%	2%	5%	7%	1%	0%	6%	-1%

[41] Fc1ccc(N2CCN(c3nc(CN4CCOCC4)nc4scc(-c5ccccc5)c34)CC2)cc1
[42] CC(C(=O)Nc1ccccc1)N(c1cccc(Cl)c1)S(C)(=O)=O (stereo not given)
[43] Cc1csc(CCc2nc(C)cs2)n1
[44] O=C(Nc1ccc(NC(=S)NC(=O)c2cccs2)cc1)c1ccccc1
[45] CC1C(c2ccccc2)N(C)C(c2ccccc2)CC1(O)c1ccccc1 (stereo not given)
[46] O=C(Nc1ccc2c(c1)OCCO2)c1ccc(Br)o1

entry no.	41	42	43	44	45	46
human PMI inhibition	6%	-8%	1%	9%	15%	5%
M17LAP inhibition	6%	-2%	1%	9%	-8%	-3%
Hep lipid drop	18	3	11	0	-4	.
K1F lysis inhibition	0.0%	0.0%	2.1%	1.1%[50 µM]	2.9%	0.5%
XIAP antagonists	-1.8%	-7.8%	-2.2%	-1.5%	-3.8%	-4.4%
Siah-1 displacement	6%	-9%	1%	2%	-5%	-5%
Hep lipid drop cells 6.5 µM	697	697	673	661	806	.
human PMI inhibitors	3%	-2%	-4%	0%	5%	3%
TNAP activators	1.2	1	1.1	1.1	1	1.1
M1AAP inhibition	1%	3%	8%	-2%	17%	3%
